# M. tuberculosis GlmU = inhibition of mycobacterial GlmU enzyme – biochemical, glucosamine-1-phosphate acetyltransferase (AID 1376); M. tuberculosis GlmU acetyltransferase enzyme assay; higher % means a stronger effect; hit rate 0.25% among 220,000; one-dose inhibition, %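 (tested at 30 µM in the primary screen)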; IC50 in µM for titrated hits; in the data active = inhibition above about 13%;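 note: 0% = complete reaction with vehicle and 100% = reaction without substrate; strong numbers were not always called active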
# Mtb RmlCD inh = M. tuberculosis RmlC/RmlD coupled enzyme inhibitors, primary screen, biochemical, compound mixtures, 384-well, from 1536-well plates; RmlC+RmlD coupled enzyme assay, percent inhibition; primary screen in compound mixtures; dTDP-4-dehydrorhamnose reductase (Mycobacterium tuberculosis (strain ATCC 25618 / H37Rv)) …; hit rate 0.03% among 160,000; inhibition, % at 3.6 µM; AID 1533, 2009; in the data active = inhibition mostly above about 34%, no sharp cut-off; note: some results filed as inactive read as strong as hits
# Target sequence (P9WH09 whole entry, looked up): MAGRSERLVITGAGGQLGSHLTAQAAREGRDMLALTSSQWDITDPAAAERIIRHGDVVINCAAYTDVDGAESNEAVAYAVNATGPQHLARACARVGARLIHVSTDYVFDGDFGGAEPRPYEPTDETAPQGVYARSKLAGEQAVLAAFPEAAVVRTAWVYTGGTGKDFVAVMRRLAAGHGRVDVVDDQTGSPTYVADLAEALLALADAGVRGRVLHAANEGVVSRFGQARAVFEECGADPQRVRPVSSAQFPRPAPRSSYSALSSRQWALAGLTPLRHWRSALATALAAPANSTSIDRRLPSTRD
# Target sequence (P9WH11 whole entry, looked up): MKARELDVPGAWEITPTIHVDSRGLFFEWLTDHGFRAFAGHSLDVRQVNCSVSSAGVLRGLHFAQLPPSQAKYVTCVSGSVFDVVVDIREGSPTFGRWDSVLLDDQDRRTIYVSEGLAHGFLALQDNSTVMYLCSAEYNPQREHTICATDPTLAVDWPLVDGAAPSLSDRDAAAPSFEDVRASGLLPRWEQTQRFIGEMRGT
# An asterisk follows results filed as active; x = not tested or not shown; & = joins results of further samples.
smiles	M. tuberculosis GlmU	Mtb RmlCD inh
Cc1ccn2cc(CCNC(=O)C3CC=CCC3C(=O)O)nc2c1 (stereo unspecified)	-0.6%	14
COc1ccc(C2C(C#N)=C(N)Oc3c2oc(CO)cc3=O)c(OC)c1OC (stereo unspecified)	3.3%	-7
CCCC(=O)Nc1ccc(N2CCN(C(=O)c3cccs3)CC2)cc1	0.0%	0
COc1ccc(CNC(=O)C(=O)NC2CCC(C)CC2)cc1 (stereo unspecified)	-0.3%	x
Cc1c(NS(=O)(=O)c2cc(C(=O)OCC(=O)N3CCC(C)CC3)ccc2Cl)c(=O)n(-c2ccccc2)n1C	-3.1%	-12
COC(=O)CSc1nc(C)cc(N2CCOCC2)n1	2.1%	x
O=S(=O)(Nc1cccc2ccccc12)c1ccccc1	8.1%	-5
COc1cc(NC(=O)c2cccc([N+](=O)[O-])c2C)ccc1NC(=O)c1ccco1	-4.6%	-12
CC1(c2ccc(OCC#N)cc2)C=C(c2ccc(OCC#N)cc2)n2nc(C(F)(F)F)nc2N1 (stereo unspecified)	1.6%	1
CCN(CC)c1ccc(NC(=O)c2cccc(F)c2)c(C)c1	0.4%	8
O=C(N=Nc1c(O)[nH]c(=O)[nH]c1=O)C1COc2cc3ccccc3cc2O1 (stereo unspecified)	4.7%	-7
NS(=O)(=O)c1ccc(CNC(=O)CCSCCC(=O)NCc2ccc(S(N)(=O)=O)cc2)cc1	9.7%	9

# Next structures:
smiles	M. tuberculosis GlmU	Mtb RmlCD inh
O=C(O)CCC(=O)Nc1cccc(C(=O)Nc2cccc(Cl)c2)c1	3.3%	-7
CN(CC(=O)Nc1ccccc1Cl)CC(=O)Nc1ccccc1[N+](=O)[O-]	-0.9%	7
Cc1ccc(Cn2nnnc2CN2CCC(c3nc4ccc(Cl)cc4[nH]3)CC2)cc1	2.6%	9
O=c1cc(NS(=O)(=O)c2ccccc2)nc(SCc2ccc(Cl)cc2)[nH]1	1.3%	-14
CCOC(=O)c1[nH]c(C)c(CCC(=O)O)c1C	2.9%&4.8%	13
CC1C2C(c3ccccc3)N(C)C(=O)N(C)C2N(C)C(=O)N1C (stereo unspecified)	-8.7%	5
Cc1cc(C(=O)CN2C(=O)NC3(CCCCC3)C2=O)c(C)n1C	0.8%	3
CCC(C)NS(=O)(=O)c1ccc(S(=O)(=O)N(CC(=O)Nc2ccccc2)CC2CCCO2)cc1 (stereo unspecified)	-2.2%	9
CC1CC(C)CN(S(=O)(=O)N2CCC(C(=O)NCCC3=CCCCC3)CC2)C1 (stereo unspecified)	0.1%	11
O=c1c(Cl)c(N2CCNCC2)cnn1C12CC3CC(CC(C3)C1)C2	7.1%	4
COc1ccc(-c2ccnc(SCC(=O)N3CCN(c4ccccc4)CC3)n2)cc1	6.6%	-14
COc1cc(NC(=O)CCn2c(=O)[nH]c3ccsc3c2=O)cc(OC)c1	1.1%	x

# (cont.)
smiles	M. tuberculosis GlmU	Mtb RmlCD inh
Cc1cc(N(CC(=O)NC2CC2)S(C)(=O)=O)ccc1Br	-4.6%	x
COc1cc2c(cc1OC)C1(CCCCC1)CN(C)C2	-3.3%	x
COC(=O)[C@H](Cc1ccccc1)NC(=O)NCCC1=CCCCC1	4.3%	-3
NS(=O)(=O)c1ccc(CCNC(=O)[C@@H]2CCCN2S(=O)(=O)c2ccccc2F)cc1	0.6%	x
CC1CCN(C(=O)C2CCN(S(=O)(=O)c3cccnc3)CC2)CC1	-1.0%	-7
CC(=O)NC(c1ccccc1)c1c(O)ccc2ccccc12 (stereo unspecified)	-6.4%	0
Cc1cccnc1Nc1nc(-c2ccc(O)c(O)c2)cs1	6.9%	-31
N=c1c[n+](C2CCCCC2)[n-]o1	3.0%	4
CN(C)c1ccc(C(CNC(=O)c2ccc(C#N)cc2)c2c[nH]c3ccccc23)cc1 (stereo unspecified)	-1.4%	-17
CC(Oc1ccc(F)cc1)C(=O)NN (stereo unspecified)	-0.9%	12
O=C1CN(C(=O)COc2ccccc2F)c2ccccc2N1	5.3%	-11
Cc1ccc(-n2nnnc2SCC(=O)NC(C(=O)O)(c2ccccc2)c2ccccc2)cc1C	0.7%	-4

# New compounds follow.
smiles	M. tuberculosis GlmU	Mtb RmlCD inh
O=C(O)c1ccc(N2CCOCC2)c(N2C(=O)C3C4C=CC(C4)C3C2=O)c1 (stereo unspecified)	3.0%	76
O=C(CC1C(=O)N(Cc2ccccc2)C(=S)N1CCN1CCOCC1)Nc1ccc(F)cc1 (stereo unspecified)	2.6%	-7
CC1(c2ccccc2)CC2CC(c3ccccc3)N1O2 (stereo unspecified)	-2.4%	2
COc1ccccc1CNC(=O)C1CC2Cn3c(nc4cc(Cl)c(Cl)cc43)C2N1C (stereo unspecified)	0.5%	x
O=C(COC(=O)c1cccnc1Cl)NCCC1=CCCCC1	-2.7%	3
COc1cc(OC)c(NC(=S)NCc2ccccc2)cc1Cl	-3.9%	x
CC(=O)c1cnc2c(-c3ccc(Cl)cc3)c(C)nn2c1C	-1.1%	x
O=C(CSCc1cccs1)N1CCCC1	-1.7%	13
CCN(CC)C(=O)CSc1nc2cc3c(cc2c(=O)n1Cc1ccc(OC)cc1)OCO3	1.5%	-5
O=C(c1ccc2ccccc2n1)N1CCN(c2ccccc2Cl)CC1	3.6%	9
N#CC1=C(N)Oc2n[nH]c(-c3ccccc3)c2C1c1ccncc1 (stereo unspecified)	2.8%	2
O=C(CCc1ccccc1)Nc1c(F)cccc1F	6.9%	x

# Carrying on:
smiles	M. tuberculosis GlmU	Mtb RmlCD inh
CCS(=O)(=O)c1nn2c(N)c(/C=C3/C=CC(=O)C(OC)=C3)c(=O)nc2s1	21%	-14
C=CCN1C(=O)S/C(=C/c2ccc(Sc3nc4ccccc4[nH]3)o2)C1=O	3.7%	66
Cc1ccc(C)c(Oc2cc(NC(=O)CCCn3nc(C)c([N+](=O)[O-])c3C)cc([N+](=O)[O-])c2)c1	1.0%	5
CCn1ncc(C2=NOC(C(=O)NCCc3ccccc3)C2)c1C (stereo unspecified)	3.1%	-1
O=Nc1ccc(NOC(=O)c2ccccc2Br)cc1	1.2%	7
Cc1ccc(/C=N/NC(=O)c2ccncc2)s1	3.3%	4
Cc1ccc(NC(=S)Nc2ccc(OC(F)F)c(Cl)c2)cc1F	6.8%	14
CC(C)(C)/C=N/NC(=O)CNC(=O)c1ccc2c(c1)OCCO2	5.5%	3
CC1=CC(C)C2C(=O)N(c3ccccc3)NC(=O)C2C1 (stereo unspecified)	0.5%	1
O=C(Nc1ccc(CN2CCCCC2)cc1)Nc1ccc(Br)cc1Cl	-5.3%	x
Cc1ccc(-c2ccc(C(=O)Nc3ccccc3)o2)c2ccccc12	2.9%	x
O=C(C1CCCN(S(=O)(=O)c2cccc3nonc23)C1)N1CCN(c2ccccc2)CC1 (stereo unspecified)	-3.7%	0

# Further compounds follow:
smiles	M. tuberculosis GlmU	Mtb RmlCD inh
Oc1oc(-c2ccccc2)nc1C=NCc1ccncc1	-4.5%	x
Cc1noc(NS(=O)(=O)c2ccc(NC(=O)CCCOc3ccc(Cl)cc3Cl)cc2)c1C	9.0%	x
COC(=O)C1=C(C(=O)OC)[C@@H]2N(C)c3ccccc3[C@@]23C[C@@H](CO)N(C(=O)NCCBr)C3=N1	2.6%	x
O=C(CN1CCc2ccccc2C1)Nc1ccc(F)cc1F	0.9%	-9
CCn1c(-c2ccccc2)ccc(C#N)c1=O	14%*	-5
Cc1ccc2[nH]c(=O)c(CN(Cc3ccccc3Cl)C(=O)N3CCOCC3)cc2c1	2.5%	x
C=CCn1cc(C(=O)OC)c(=O)c2cc(S(=O)(=O)N(CC)CC)ccc21	1.8%	x
CCOC(=O)C(=Cc1ccc(F)cc1)C(=O)OCC	-4.0%	0
Cc1nc(-c2ccccn2)sc1C(=O)Nc1ccc(F)cc1F	0.6%	x
COc1ccc(C(=O)Nc2nc3nc(-c4ccccc4)cc(=O)n3[nH]2)cc1	-0.9%	5
O=C(NCC1COc2ccccc2O1)c1ccco1 (stereo unspecified)	7.2%	x
O=C(COC(=O)c1ccc([N+](=O)[O-])s1)NCc1ccccc1	2.8%	-9

# Further results follow:
smiles	M. tuberculosis GlmU	Mtb RmlCD inh
CCc1nnc(NC(=O)CSc2nnc(-c3cccnc3)n2CC)s1	0.4%	11
CCc1ccc(/C=C2\SC(=S)N(CCCC(=O)Nc3nccs3)C2=O)cc1	-3.4%	-11
CC1(C)C2CC[C@]3(C)C(CC=C4[C@@H]5C[C@@](C)(CO)CC[C@]5(C(=O)O)CC[C@]43C)[C@@]2(C)CC[C@@H]1O (stereo partly specified)	4.4%	x
O=C(NC(=S)NNC(=O)[C@H]1C[C@@H]1c1ccccc1)c1cccc(F)c1	2.1%	6
CCOC(=O)C1CCCN(C(=O)c2ccc(Cl)c(S(=O)(=O)N3CCCCC3)c2)C1 (stereo unspecified)	2.6%	x
COC(=O)/C(=C/c1cccnc1)NC(=O)c1ccccc1	-3.6%	56
COC(C[C@H](O)C[C@@H](O)COCc1ccccc1)OC	1.6%	x
CN1CCN(NS(=O)(=O)c2ccc(Cl)s2)CC1	1.1%	23
Cc1ccc(NC(=O)c2cn(CCC#N)nc2-c2ccc3c(c2)OCCO3)c([N+](=O)[O-])c1	-5.0%	-9
CCC(OC(=O)c1nsc(Cl)c1Cl)C(=O)NC(C)(C)C (stereo unspecified)	-2.6%	-9
O=C(CCn1cnc2ccccc2c1=O)Nc1cccc(Cl)c1Cl	-1.1%	4
C/C(=N\Nc1cccc([N+](=O)[O-])c1)c1cc2ccccc2o1	-5.6%	8

# Later entries.
smiles	M. tuberculosis GlmU	Mtb RmlCD inh
CN(C)S(=O)(=O)c1cccc(NC(=O)c2cc3c(=O)n4ccccc4nc3s2)c1	0.7%	-2
C=CCNc1ncnc2c1ncn2C1OC(CO)C(O)C1O (stereo unspecified)	-2.7%	5
Cc1cccnc1NC(=O)c1c(O)c2ccccc2n(C)c1=O	1.9%	7
COc1cc(OC)c(C2CC(=O)N3CN(c4ccc(C)cc4)CSC3=C2C#N)cc1OC (stereo unspecified)	x	-27
Cc1ccc(C2C3=C(CC(C)(C)CC3=O)Nc3[nH]c(=S)[nH]c(=O)c32)cc1 (stereo unspecified)	7.1%	4
CCCOc1c(Br)cc(C2C3=C(CCCC3=O)N(C)C3=C2C(=O)CCC3)cc1OC	0.9%	-10
CCOC(=O)CSc1nc(NCc2ccco2)c2ccccc2n1	2.0%	-2
O=[N+]([O-])c1cc(/C=N/N2CCN(C3c4ccccc4-c4ccccc43)CC2)ccc1Cl	3.0%	-7
Oc1ccc2ccccc2c1/C=N/n1cnnc1	2.2%	-11
COc1ccc(NC2=NCC(Cc3ccc(Br)cc3)S2)cc1 (stereo unspecified)	-7.0%	1
COc1ccc(C2SCCN2S(=O)(=O)c2ccc(F)cc2)cc1OC (stereo unspecified)	-3.2%	x
CC/C(=C(/CC)c1ccc(O)cc1)c1ccc(O)cc1	1.6%	-6

# (more compounds)
smiles	M. tuberculosis GlmU	Mtb RmlCD inh
NC(=O)CSc1nnc(-c2ccc(O)cc2)n1Cc1ccco1	-3.6%	5
COc1ccc(OC)c(-n2c(C)nc3cc(C(=O)O)ccc32)c1	-4.5%	x
Cc1c(CCC(C)C)c(=O)n2c([nH]c3ccccc32)c1C#N	2.4%	x
Cc1cc(C)n2nc(C(=O)Nc3ccc(S(=O)(=O)N(C)C)cc3)nc2n1	2.5%	-3
CC(C)=CC(=O)Nc1nnc(-c2cccnc2)s1	0.8%	-6
Oc1ccc2ccc3cccc[n+]3c2c1	-5.3%	x
COc1ccc(NC(=O)C=C(C)C)cc1Cl	-6.5%	-6
CCCc1[nH]nc2c1C1(C(=O)N(Cc3ccccc3)c3ccccc31)C(C(=O)OC)=C(N)O2 (stereo unspecified)	0.6%	x
C[N+](C)(CC#N)C/C=C\c1ccccc1	-1.7%	-2
CC1(c2ccccc2)CC(c2ccccc2)=Nc2nonc2N1 (stereo unspecified)	1.5%	2
Cc1ccc(NC(=O)c2ccc(CSc3nccc(C)n3)cc2)cc1	2.4%	0
O=C(Nc1ccc(S(=O)(=O)Nc2ncccn2)cc1)c1ccco1	-2.9%	x
Cc1ccc(NC(=S)Nc2ccc(OC(F)F)c(Cl)c2)cc1Cl	2.8%	-12
CCOC(=O)Cn1c(=N)n(CCOc2ccc(OC)cc2)c2ccccc21	1.8%	x
COc1ccc(-c2nnn(CC(=O)N(C3CCCCC3)C(C)C(=O)NC3CCCC3)n2)cc1OC (stereo unspecified)	-3.2%	x

# From PubChem BioAssay

# The list is partial; the hit share may differ from the screen's.
